LYP phosphatase: inhibitors of LYP phosphatase, biochemical, fluorescence intensity, uHTS (AID 1779); recombinant LYP phosphatase, fluorescence intensity; higher % means a stronger effect; inhibition, % at 11.5 µM; hits with a dose series show IC50 in µM; 0.054% of 290,000 active;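 note: plate controls were vehicle with enzyme for no effect and no enzyme for full effect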
NOD2 inhibition: NOD2 signaling inhibitors, cell-based, luminescence, uHTS, HEK293 (AID 1566); HEK293 NOD2/NF-kB luciferase reporter, luminescence; higher % means a stronger effect; inhibition, % at 4 µM, or EC50 in µM where a hit was titrated; 0.63% of 290,000 active; note: many of its hits are not listed in these tables
Dengue-2 NS5 capping: flavivirus cap methylation enzyme inhibition – biochemical, confirmation dose response, primary screen (AID 588689) | Dengue-2 NS5 methyltransferase capping enzyme assay, biochemical; higher % means a stronger effect | 0.3% of 340,000 active | one-dose inhibition, % at 25 µM; IC50 in µM for titrated hits; in the data active = a potency from the dose series; inconclusive = inhibition above about 29% without an active follow-up result
Myeloid diff MLP: myeloid differentiation induction. ER-HoxA9 myeloid progenitors, lysozyme-GFP differentiation, flow cytometry. calls only at 10 µM. 1% of 360,000 active;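 active = normalized GFP-positive differentiation at or above the plate's own cutoff, the solvent-only control mean plus 3 SD; inconclusive = no clear call, values can overlap the other calls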;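 note: cells exposed to compound for four days before flow analysis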
Siah-1 displacement: Siah-1 peptide-binding antagonists, primary screen, biochemical, fluorescence polarization, rhodamine-plectin, uHTS (AID 1817). Siah-1 / rhodamine-plectin peptide fluorescence polarization; higher % means a stronger effect. one-dose displacement, % at 20 µM; IC50 in µM for titrated hits. 0.02% of 290,000 active;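 active = displacement of at least 50% at 20 µM, with a fluorescence ratio check between 0.3 and a set limit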;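 note: plate controls were Siah plus tracer with DMSO for no effect and tracer alone without Siah for full effect; strong numbers were not always called active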
Lipid droplet: hepatic lipid droplet formation modulation. AML12 mouse hepatocytes, oleate lipid droplets, BODIPY imaging. inhibition, % at 6.5 µM. 0.4% of 240,000 active. AID 1656;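 active = lipid droplet intensity inhibited by at least 50%, with more than 500 cells counted; inconclusive = wells with under 300 cells, treated as cytotoxic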
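Test system: AML12 hepatocytes (mouse); reagent: oleate loading, 100 µM; dosing: one dose, 6.5 µM compound; incubation: overnight exposure; signal: fluorescence imaging, 20x objective, two fields per well; read-out basis: % inhibition of corrected integrated BODIPY droplet signal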
AID2073: disruptors of CaV2.2 binding to Mint1 – biochemical, HTRF (AID 2073). HTRF protein-protein interaction, Mint1-CaV2.2; higher % means a stronger effect. one-dose inhibition, % at 20 µM; IC50 in µM for titrated hits. 0.19% of 290,000 active; in the data active = inhibition mostly above about 51%, no sharp cut-off; inconclusive = no clear call, values can overlap the other calls; inactive = mostly below about 53%; note: some results filed as inactive read as strong as hits
HIV peptide binding: inhibitors of HIV fusion peptide binding, primary screen, biochemical, uHTS, fluorescence dequenching (AID 1986). cell-free peptide binding, fluorescence dequenching, 30 min; higher % means a stronger effect. inhibition, % at 20 µM, or IC50 in µM where a hit was titrated. 0.3% of 290,000 active; in the data active = inhibition mostly above about 52%, no sharp cut-off; inactive = mostly below about 76%; note: some results filed as inactive read as strong as hits
XIAP antagonists: small molecules displacing peptide from XIAP – biochemical, IAP family, fluorescence polarization (AID 1018); 0.007% of 200,000 active; XIAP BIR domain, fluorescence polarization peptide displacement; higher % means a stronger effect; displacement, % at 20 µM, or IC50 in µM where a hit was titrated; in the data active = displacement above about 50%; note: a part of the inactive calls stands beside numbers as strong as those of hits
Lipid droplet cells 6.5 µM: also measured in Lipid droplet; calls as there; cell count; measured here: cell count, cytotoxicity flag;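 cells counted across two imaged fields per well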
Myeloid diff MLP GFP+ MAC1+ %: second read-out of Myeloid diff MLP, no call of its own (marks repeat the call); GFP+ MAC1+ double positive, %; measured here: differentiation confirmed by MAC1 staining
Active calls of the source: *; i = inactive; ? = inconclusive; . = no result given. Cut-off read from the data, not from the text of the source, unless noted: active = inhibition above about 50%; inactive = the rest. These rows are one share of the data; rates above refer to the full screens.

SMILES	LYP phosphatase	NOD2 inhibition	Dengue-2 NS5 capping	Myeloid diff MLP	Myeloid diff MLP GFP+ MAC1+ %	Siah-1 displacement	Lipid droplet	Lipid droplet cells 6.5 µM	AID2073	HIV peptide binding	XIAP antagonists
O=C(NCCCn1ccnc1)c1cccc(S(=O)(=O)N2CCCCCC2)c1	-11%	18%	2%	i	1.0	3%	-18	765	-1%	0.7%	-4.3%
Cn1c(=O)c2[nH]c(-c3ccccc3)nc2n(C)c1=O	-7%	9%	.	.	.	4%	-5	704	0%	3.3%	-16%
Fc1ccc(-n2cc(-c3ccccc3)c3c(=S)nc[nH]c32)cc1	1%	8%	-8%	i	1.8	-5%	-6	720	-18%	-1.0%	.
CCN1CCC(=NNC(=O)CC23CC4CC(CC(C4)C2)C3)CC1	-4%	6%	3%	i	0.9	-2%	.	.	15%	-0.3%	-7.8%
O=[N+]([O-])c1ccccc1CN1CCN(Cc2ccc3ccccc3c2)CC1	-7%	3%	-7%	i	0.7	2%	-6	791	-2%	-0.8%	.
O=c1nc2n(c3c4c(sc13)CCC4)CCC2	-13%	3%	-2%	i	1.4	0%	8	773	23%	-1.5%	-4.0%
Cc1cc(C)nc(N2N=C(C(F)(F)F)CC2=O)n1	0%	-13%	7%	i	0.2	1%	-12	712	4%	-2.0%	.
Cc1ccccc1NC(=O)c1ccc(Cl)c(NC(=O)c2ccncc2)c1	-2%	-2%	-11%	i	0.5	3%	37	750	15%	-0.1%	5.8%
Cc1c(Cc2ccccc2)sc(NC(=O)c2ccco2)c1C(N)=O	-2%	8%	0%	i	0.8	16%	-21	754	9.1µM*	0.3%	-5.0%
CC(C)(CC(=O)O)CC(=O)Nc1ccc(Cl)c(Cl)c1	1%	-16%	-5%	i	0.4	12%	-3	716	37%	0.0%	.
COc1ccc(S(=O)(=O)NC2CCCCC2)cc1-n1cnnn1	-8%	8%	.	i	0.4	0%	-6	659	-10%	-0.6%	2.2%
O=C(NNC1=NCCC1)c1cccc(S(=O)(=O)N2CCCC2)c1	-7%	8%	4%	i	0.8	3%	-9	643	2%	3.7%	-2.1%
O=C(Nc1ccccc1)c1ccc[n+](Cc2ccc([N+](=O)[O-])cc2)c1	-3%	6%	-1%	i	1.0	-7%	-1	687	3%	0.8%	-12%
COc1ccc(C(=O)Oc2ccc(C(=S)N3CCCC3)cc2)cc1OC	-10%	2%	.	.	.	-1%	6	656	-11%	3.3%	-2.1%
CN1CCN(CCC(=O)N/N=C/c2cc([N+](=O)[O-])ccc2OC(F)F)CC1	-4%	4%	6%	i	0.9	-3%	-3	681	-16%	-0.5%	-12%
O=S1(=O)N[C@@H](CC2=CCCCC2)C2CCCCC2O1 (some centres undefined)	-11%	-20%	-1%	i	0.5	5%	-8	803	8%	-2.1%	.
COc1ccc(/C=N/NC(=O)C(O)(c2ccccc2)c2ccccc2)cc1OC	-2%	2%	-1%	i	0.8	-3%	-5	742	13%	0.6%	-9.7%
CCOC(=O)COn1c(-n2nc(C)cc2C)nc2ccccc2c1=O	1%	-23%	-10%	i	1.0	-2%	7	825	4%	0.6%	.
CCN1CC(CNCc2cn(-c3ccc(OC)cc3)nc2-c2ccccc2Cl)CC1=O (centres undefined)	-6%	-10%	5%	i	0.5	10%	-2	743	-4%	0.8%	-4.9%
CNC(=O)c1cn(-c2ccc(Cl)cc2)c(=O)c2ccccc12	0%	0%	-8%	i	0.0	-4%	3	690	3%	-1.1%	-0.7%
Cc1occc1C(=O)N1CCCC(N2CCN(c3ccccc3F)CC2)C1 (centres undefined)	-11%	0%	-1%	i	0.4	0%	7	852	-6%	1.5%	.
COc1cc(C=O)ccc1OC(=O)N1CCOCC1	-4%	10%	-2%	i	1.1	6%	-3	828	14%	1.3%	.
COc1ccc(OC)c(S(=O)(=O)Nc2ccc(F)cc2)c1	0%	-15%	-1%	i	1.1	-3%	-11	729	4%	-0.1%	-8.8%
O=C(Nc1ccc(Cl)cc1)Nc1ccc(S(=O)(=O)Nc2ncccn2)cc1	-5%	14%	-38%	i	0.6	-1%	-2	650	22%	3.3%	-7.2%
Cc1ccnc(NS(=O)(=O)c2ccc3c(c2)CCO3)c1	2%	5%	.	.	.	1%	-1	649	16%	0.4%	.
O=C(c1ccccc1F)N1CCN(C(=O)C(c2ccccc2)c2ccccc2)CC1	-9%	4%	0%	i	2.2	6%	-14	763	0%	1.4%	.
Cc1ccc2cc(C#N)c(NCc3ccccc3)nc2c1	-5%	0%	1%	i	0.1	-1%	-2	735	30%	-0.8%	-3.5%
CC1CCN(S(=O)(=O)c2cnc(Cl)c(Br)c2)CC1	-1%	-4%	1%	i	0.2	-2%	-18	710	2%	-0.1%	-1.1%
CC(C)=C1SC(N2CCN(c3ccc(C)cc3)CC2)=NC1=O	-2%	19%	-11%	?	.	0%	8	721	0%	-0.2%	3.6%
C/C(=N\NC(=O)c1cccc(S(=O)(=O)N2CCOCC2)c1)c1cc2ccccc2o1	3%	7%	-10%	i	0.1	15%	-3	691	12%	0.2%	.
COc1ccc(C(CC(=O)c2ccc(C)cc2)C(C#N)C#N)cc1OC (centres undefined)	-2%	37%	-11%	i	0.0	-2%	24	665	7%	0.0%	-1.8%
Cc1ccccc1NC(=O)Cn1cnc2c1c(=O)n(C)c(=O)n2C	3%	4%	-9%	i	0.5	0%	.	.	5%	0.4%	-2.3%
CCOc1ccccc1NC(=O)Cc1ccccc1OC	-6%	-7%	1%	i	1.8	4%	-3	735	-4%	-2.0%	-2.8%
Nn1c(SCc2ccc(Br)cc2)nnc1-c1cccnc1	-2%	11%	9%	i	0.5	-3%	-19	735	1%	-0.5%	.
COc1ccc(/C=C/C(=O)N2c3ccccc3Sc3ccc(C(F)(F)F)cc32)cc1	-2%	-17%	-10%	i	1.1	-3%	-8	574	10%	1.0%	-9.5%
Cc1ccc(-c2ccc(NC(=O)C3C4C=CC(C4)C3C(=O)O)cc2)o1 (centres undefined)	1%	-79%	-40%	i	1.1	4%	16	842	19%	2.9%	-7.1%
COc1ccc(Cl)cc1S(=O)(=O)Oc1ccc(NC(C)=O)cc1	-4%	6%	-3%	i	1.2	6%	7	685	1%	-2.4%	-6.6%
CC1CCCN(c2ccc(C(=O)OCn3nnc4ccccc4c3=O)cc2[N+](=O)[O-])C1 (centres undefined)	2%	7%	2%	i	0.5	-3%	27	684	1%	-3.1%	-2.4%
Brc1cccc(-c2cnc3n2CCCCC3)c1	-11%	4%	-3%	i	0.7	3%	.	.	-1%	0.2%	-6.0%
O=C(Nc1ccc(-c2nnc3n2CCCCC3)cc1)c1cnccn1	3%	-5%	3%	i	2.1	-2%	7	685	11%	-0.2%	-4.1%
COc1cc2c(cc1OC)CN(c1ncccc1[N+](=O)[O-])CC2	-9%	-31%	1%	i	0.7	4%	4	775	4%	0.1%	.
COc1cc(OC)c2cc(C(=O)N[C@@H](Cc3ccccc3)C(=O)O)n(C)c2c1	-7%	6%	-10%	i	1.0	-2%	6	767	10%	2.4%	.
Cc1c(N2C(=O)CS/C2=N\N=C\c2ccccc2O)c(=O)n(-c2ccccc2)n1C	-7%	10%	-3%	i	0.9	0%	.	.	3%	-2.2%	-9.6%
CCO[C@H]1OC(C(=O)N2CCOCC2)=C[C@@H](c2ccc(Br)cc2)[C@@H]1CCCO	-10%	2%	-9%	i	1.2	-1%	6	631	-10%	0.6%	-3.1%
CC1CC(=O)c2cnc(N3CCOCC3)nc2C1 (centres undefined)	3%	-15%	2%	i	7.9	0%	9	741	5%	6.8%	-7.8%
Cc1ccc(C(=O)OCc2nnc(-c3ccc(Br)cc3)o2)cc1	2%	-2%	-4%	i	0.7	4%	3	671	6%	1.6%	-6.4%
Cc1nn(CCCC(=O)NCCc2ccccc2)c(=O)c2nn(-c3ccccc3)c(C)c12	-7%	10%	-3%	i	0.4	2%	16	760	11%	0.9%	.
COc1ccc(NC(C)=O)cc1NC(=O)CN1CCN(C(=O)c2ccco2)CC1	-8%	2%	-3%	i	8.0	4%	12	678	2%	1.9%	-2.8%

Next part; it opens with the three that closed the last part.
SMILES	LYP phosphatase	NOD2 inhibition	Dengue-2 NS5 capping	Myeloid diff MLP	Myeloid diff MLP GFP+ MAC1+ %	Siah-1 displacement	Lipid droplet	Lipid droplet cells 6.5 µM	AID2073	HIV peptide binding	XIAP antagonists
Cc1ccc(C(=O)OCc2nnc(-c3ccc(Br)cc3)o2)cc1	2%	-2%	-4%	i	0.7	4%	3	671	6%	1.6%	-6.4%
Cc1nn(CCCC(=O)NCCc2ccccc2)c(=O)c2nn(-c3ccccc3)c(C)c12	-7%	10%	-3%	i	0.4	2%	16	760	11%	0.9%	.
COc1ccc(NC(C)=O)cc1NC(=O)CN1CCN(C(=O)c2ccco2)CC1	-8%	2%	-3%	i	8.0	4%	12	678	2%	1.9%	-2.8%
CCCCS(=O)(=O)NC1=NCN(Cc2ccco2)CN1	-1%	2%	-2%	i	0.9	-2%	.	.	-11%	-0.3%	-8.8%
S=C(NCC1CCCO1)N1CCN(c2ccccc2)CC1 (centres undefined)	-7%	0%	-4%	i	0.2	-4%	0	739	-15%	1.1%	-7.1%
Cc1cc(/C=N/O)c(C)n1-c1ccccc1	-2%	-8%	-6%	i	0.4	3%	15	505	-4%	-1.2%	3.7%
COc1cc(N2C(=O)c3ccccc3C2=O)c(Cl)cc1C(=O)OCC(=O)N1CCOCC1	-3%	3%	-13%	i	0.2	0%	4	671	-3%	0.0%	-8.7%
CCc1sc(N(C(=O)Cc2ccccc2)c2ccc(F)cc2)nc1-c1ccccc1	-3%	7%	3%	i	1.0	1%	2	779	-8%	0.1%	-5.3%
CCCC(CCC)C(=O)Nc1cccc(-c2cn3c(n2)SCC3)c1	-9%	-6%	-3%	i	3.0	-1%	-29	743	4%	1.7%	.
O=C(O)c1sc2cc(C(F)(F)F)cnc2c1-c1ccccn1	-1%	-6%	-4%	.	.	-1%	23	690	8%	1.7%	-7.0%
Cc1cc(NC(=O)CSCc2nc(-c3cccc(Cl)c3)oc2C)no1	-6%	14%	-1%	i	2.1	4%	-14	722	-3%	2.1%	-1.1%
CCSc1nc(N2CCOCC2)c2c(c1C#N)CCCC2	-7%	11%	-1%	i	0.8	3%	.	.	10%	5.2%	-6.5%
O=C(NC1(C(F)(F)F)NC(=O)N(CCc2ccccc2)C1=O)C1CC1 (centres undefined)	-10%	6%	-3%	i	0.2	6%	0	562	0%	0.1%	-4.9%
Cc1ccc(CNC(=O)C23CN(Cc4ccccc4)CC2C(c2ccc([N+](=O)[O-])cc2)=NO3)o1 (centres undefined)	2%	6%	6%	i	0.9	7%	.	.	19%	4.5%	-3.2%

Compound activity deposited in PubChem by several laboratories.
